High-throughput results: PubChem BioAssay, National Center for Advancing Translational Sciences (NCATS)
HEK293 tox = cytotoxicity in counter-screen for GLP-1R inverse agonists; HEK293 cAMP-luciferase reporter cells, luminescence, 24 h; 410,000 compounds, 0.13% hits; Potency, µM (series often up to 38.3 µM), for inactives: top-dose activity change, negative = inhibition, hits mostly inhibitors;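 further: loss of luciferase light is scored as toxicity; potency means the concentration at half of the fitted maximal effect; on the % scale 0 is the no-effect control and ±100 the full control effect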
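1536-well qHTS counterscreen of the MLSMR; 200 cells/uL, 12 h pre-incubation, 23 nL cpd, 24 h at 37 deg C 5% CO2, luciferase detection reagent, 12 min RT, luminescence. Inhibition = undesired.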
GLP-1R agonist = GLP-1 receptor (human) agonism. Potency, µM (top dose mostly 45.6 µM), for the others: at the highest dose activation, most hits filed as activators. 380,000 compounds, 0.007% hits. AID 624172. HEK293 GLP-1R CRE-luciferase, luminescence, 4-6 h; cells express a hypersensitive GLP-1R form; further: potency means the concentration at half of the fitted maximal effect; % of control where 0% means no effect
PI5P4K alpha inh = PI5P4K alpha (human) kinase inhibition; max response, %; PI5P4Kalpha enzyme, ADP-Glo luminescence, 60 min; active compounds read low; 330,000 compounds, 1.2% hits; AID 652105; active means max response of -50% or lower; inconclusive means between -30% and -50%; inactive means -30% or higher; further: value at the top dose of about 77 µM; on the % scale 0 is the no-effect control and ±100 the full control effect
Target sequence (P48426 whole entry, looked up): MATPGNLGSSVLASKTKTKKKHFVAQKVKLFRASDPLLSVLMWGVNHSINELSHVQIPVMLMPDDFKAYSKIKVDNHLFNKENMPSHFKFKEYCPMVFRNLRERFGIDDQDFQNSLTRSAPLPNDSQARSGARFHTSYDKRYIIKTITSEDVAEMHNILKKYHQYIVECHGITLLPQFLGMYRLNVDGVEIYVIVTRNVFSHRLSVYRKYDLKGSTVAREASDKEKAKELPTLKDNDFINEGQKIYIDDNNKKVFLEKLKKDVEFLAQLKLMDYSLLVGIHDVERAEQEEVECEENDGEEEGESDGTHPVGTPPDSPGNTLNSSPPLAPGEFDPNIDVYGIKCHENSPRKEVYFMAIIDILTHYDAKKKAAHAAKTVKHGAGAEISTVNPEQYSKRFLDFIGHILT
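PI5P4Kalpha ADP-Glo assay; 5 microM ATP final; 60 min RT reaction; HEPES pH 7.4/EGTA/CHAPS, 5% DMSO; controls lacking substrate or enzyme; luminescent end-point.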
D3 ag = agonists of human D3 dopamine receptor | P35462 | D3R DiscoveRx beta-arrestin cells, luminescence, 90 min | max activation, % | 410,000 compounds, 0.58% hits | AID 652048; in the data active means max activation above about 30%; further: 0% is about no effect; mostly tested at two doses, the higher about 12 µM
Target sequence (P35462 whole entry, looked up): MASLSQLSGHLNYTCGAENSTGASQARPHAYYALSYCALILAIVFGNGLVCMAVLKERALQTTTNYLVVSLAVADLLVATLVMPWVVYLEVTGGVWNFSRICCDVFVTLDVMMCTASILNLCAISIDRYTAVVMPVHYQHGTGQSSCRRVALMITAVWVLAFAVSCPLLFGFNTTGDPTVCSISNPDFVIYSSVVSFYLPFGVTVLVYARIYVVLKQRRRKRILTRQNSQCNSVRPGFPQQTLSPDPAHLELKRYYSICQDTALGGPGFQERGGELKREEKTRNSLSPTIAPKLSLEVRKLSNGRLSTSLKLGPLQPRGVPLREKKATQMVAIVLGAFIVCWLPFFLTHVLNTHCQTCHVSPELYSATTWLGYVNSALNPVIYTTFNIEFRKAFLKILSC
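Agonist-mode cell screen: cells plated at 1500/well and incubated overnight at 37 °C, then exposed to library compounds for 90 min at 37 °C. Detection reagent was added for 30–60 min at room temperature, and luminescence was read.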
GLP1R inv ag = acts as inverse agonist at human GLP-1 receptor | HEK293 GLP-1R CRE-luciferase, luminescence, 24 h; GLP-1R form is constitutively active | Potency, µM (series often up to 38.3 µM), for inactives: at the top dose activity change, negative = inhibition, most hits filed as inhibitors | 410,000 compounds, 1.6% hits | AID 624417; further: potency means the concentration at half of the fitted maximal effect; on the % scale 0 is the no-effect control and ±100 the full control effect; nearly all actives have a fitted effect of over 55% in size
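Luminescence readout: a drop in cAMP-driven luciferase signal flags inverse agonism at a constitutively active GLP-1R stably expressed in HEK293. Compound exposure lasted 24 hr at 37 deg C, 5% CO2.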
PLK1 PBD block = inhibitors of human PLK1 polo-box domain binding; P53350; 360,000 compounds, 2.8% hits; Plk1 PBD binding of FITC phosphopeptide, fluorescence polarization; AID 720504; Potency, µM, for inactives: max response, negative = inhibition, hits mostly inhibitors; further: potency means the concentration at half of the fitted maximal effect; series mostly up to about 57 µM; on the % scale 0 is the no-effect control and ±100 the full control effect; nearly all actives have a fitted effect of over 65% in size
D3 antag = D3 dopamine receptor (human) antagonism. P35462. D3R cells, DiscoveRx beta-arrestin luminescence, antagonist mode; active compounds read low. max response, negative = inhibition, %. 360,000 compounds, 2.5% hits; in the data active means max response below about -50%; inconclusive means no clear call, values can overlap the other calls; further: on the % scale 0 is the no-effect control and ±100 the full control effect; mostly tested at two doses, the higher about 12 µM
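Cells plated overnight at 1500 cells/well, then exposed to library compounds with dopamine controls for 90 minutes at 37 degrees C. DiscoveRx reagent added for 30–60 minutes at room temperature; luminescence read, quantitative HTS format.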
IL-2 act = activates IL-2 in a cell-based reporter assay; AID 652025; IL-2 activation reporter assay, cell-based qHTS; stimulated with anti-CD3/CD4/CD28 beads; in transgenic mouse T cells; activation, % (series mostly up to about 46 µM); 360,000 compounds, 0.065% hits; in the data active means activation above about 50%; inconclusive means mostly about 30% to 49%; further: 0% is about no effect
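First, unstimulated transgenic mouse T cells were exposed to compound for 60 min. Next, anti-CD3/anti-CD4-coated beads with anti-CD28 were added. Finally, after 18 h at 37 degrees C, EGFP and DsRed were imaged.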
WRN inhibitor = WRN helicase (human) inhibition; Potency, µM (doses to about 114 µM), inactives show at the top dose activity change, negative = inhibition, hits mostly inhibitors; 360,000 compounds, 0.46% hits; Q14191; WRN helicase unwinding, fluorescent forked duplex, kinetic; further: potency means the concentration at half of the fitted maximal effect; on the % scale 0 is the no-effect control and ±100 the full control effect; nearly all actives have a fitted effect of over 55% in size
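Kinetic red-fluorescence monitoring (525/598 nm) tracks WRN helicase activity after 100 nM fluorophore-quencher forked duplex and 2 mM ATP are added to 20 nM enzyme pretreated 15 min at room temperature with compound.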
* hit, by the source's call; ? = inconclusive; . = not tested or not shown; & = joins results of further samples; [ ] = another dose, or the depositor's remark. Unless noted, the call rests on the fitted dose curve; in most records, active means well fitted curve in the direction sought with a large enough effect; inconclusive means small, poorly fitted or top-dose-only effect, or another doubt; inactive means no such curve, though single readings can be large; an effect the other way counts as inactive or inconclusive.

canonical_smiles	GLP1R inv ag	PI5P4K alpha inh	WRN inhibitor	GLP-1R agonist	HEK293 tox	PLK1 PBD block	IL-2 act	D3 ag	D3 antag
COc1ccccc1CCC(=O)OCC(=O)NC1CCCC1	2%	-2	-1%	15%	0%	-4%	-3.9	6	6
CCOc1ccc(N(CC(=O)NCc2ccc3c(c2)OCO3)C(=O)c2csnn2)cc1	8%	6	12%	23%	-7%	-5%	0.2	4	-9
CC(C)CNC(=O)COC(=O)C1c2ccccc2Oc2ccccc21	-3%	6	-2%	2%	10%	1%	-3.9	4	14
CCc1ccc(C(=O)NNc2ccc(F)cc2F)cc1	?	-1	-23%	2%	-5%	?	-0.5	10	-7
CCCS(=O)(=O)N1CCC(C(=O)NCCCN2CCCC2=O)CC1	14%	3	0%	-3%	2%	-7%	-0.1	1	-9
CN(C)CCNC(=O)c1cccc(S(=O)(=O)Nc2ccc(F)cc2)c1	-32%	4	-5%	0%	-1%	-4%	6.3	-18	-13
CCOC(=O)c1cc(C#N)c(SCc2ccc(C#N)cc2)nc1C	0%	.	-6%	12%	17%	1%	-3.3	-4	-10
CC1CCN(S(=O)(=O)c2ccc3c(c2)N(CC(=O)NCc2ccccc2)C(=O)CO3)CC1	4%	.	.	-6%	2%	.	.	-8	.
O=C(Nc1cccnc1)c1ccccc1-c1nc(-c2ccccc2F)no1	13%	.	-5%	8%	-18%	-9%	4.6	-4	-21
CCN(C(=O)Cc1c(C(=O)O)[nH]c2ccccc12)c1cc(OC)ccc1OC	-11%	-5	-4%	-7%	-6%	-3%	0.8	2	3

Remaining list, next part
canonical_smiles	GLP1R inv ag	PI5P4K alpha inh	WRN inhibitor	GLP-1R agonist	HEK293 tox	PLK1 PBD block	IL-2 act	D3 ag	D3 antag
COc1cccc(N2CCN(C(=S)Nc3cccc(C)c3)CC2)c1	0%	.	6%	-7%	2%	-10%	-2.7	-3	22
COc1cc(/C=C/c2ccc(O)cc2)cc(OC)c1	43%[activator]	2	0%	0%	-12%	-6%	-0.4	10	48
CC1CC(C(F)(F)F)n2ncnc2N1 (centres undefined)	-8%	-6	3%	-10%	-7%	4%	1.4	8	23
O=C1NC(Cc2ccccc2)c2nc3cc(F)ccc3c(=O)n2-c2ncccc21 (centres undefined)	-13%	8	-9%	-2%	5%	-3%	-0.9	-3	10
Cc1nccn1S(=O)(=O)c1cc([N+](=O)[O-])ccc1Cl	-14%	2	-14%	0%	0%	?	0.7	11	-9
CN1CCN(C(=O)CC23CC4CC(CC(C4)C2)C3)CC1	1%	-6	4%	-6%	11%	-7%	-2.3	-4	-78*
CN(Cc1ccccc1)C(=O)c1[nH]c(C(F)(F)F)nc1-c1ccccc1	26%	2	-9%	-1%	-5%	7%	0.7	3	8
CN(C)CCNC(=O)c1cccc(-c2cnc3c(NC=O)cc(-c4ccc(C(=O)N5CCOCC5)cc4)cn23)c1	4%	2	5%[57.1 µM]	-5%	-1%	-7%	-0.2	3	18
CCOC(=O)c1[nH]c2ccccc2c1NC(=O)NC1CCCCC1	0%	7	8%	3%	-18%	-18%	1.0	5	13
O=C(O)c1ccc(N/N=C/c2ccc3nccnc3c2)cc1	?	-15	-8%	-11%	-8%	-1%	-0.5	5	-8

More structures:
canonical_smiles	GLP1R inv ag	PI5P4K alpha inh	WRN inhibitor	GLP-1R agonist	HEK293 tox	PLK1 PBD block	IL-2 act	D3 ag	D3 antag
Cc1ccc(N2C(=O)C(F)(F)C2c2ccccc2)cc1 (centres undefined)	?	1	-6%	4%	1%	-3%	1.9	0	-22
O=C(CNC(=O)c1cccc(OC(F)F)c1)OCn1nnc2ccccc2c1=O	16%	-1	-1%	16%	8%	-7%	-0.4	1	7
Cc1occc1C(=O)NCc1nc(-c2ccccc2)no1	-18%	2	-3%	6%	-2%	3%	-0.6	1	11
Oc1ccccc1CNc1cnc2ccccc2c1	0%	.	5%	8%	-31%	-10%	-0.8	0	1
CC(=O)Nc1sc(C)c(C)c1C(=O)OCC(=O)Nc1cc(S(=O)(=O)N2CCCCC2)ccc1Cl	7%	16	-8%	-2%	0%	-10%	0.7	25	-9
COc1ccc(-c2csc(NC(=O)CN3C(=O)NC4(CCCC4)C3=O)n2)cc1OC	2%	-22	4%	20%	7%	-11%	-3.2	0	2
Nc1ncnc2c1ncn2[C@@H]1O[C@H](C(=O)N2CCN(Cc3ccccn3)CC2)[C@@H](O)[C@H]1O	10%	-7	1%	-5%	-5%	-2%	0.0	-8	-21
COc1ccc(CCNC(=O)CCc2ccc(S(=O)(=O)NCC(C)C)cc2)cc1	-24%	2	-9%	9%	4%	-10%	-4.0	6	11
C[N+](C)(C)CCCCCC[N+](C)(C)C	-3%	-5	10%	-2%&2%	-4%	-3%	0.5	-9&-2	-22
CCCC(CCC(=O)NC1CCCCC1)C(=O)O (centres undefined)	23%	-4	-1%	-10%	3%	1%	0.6	2	-5

The list goes on.
canonical_smiles	GLP1R inv ag	PI5P4K alpha inh	WRN inhibitor	GLP-1R agonist	HEK293 tox	PLK1 PBD block	IL-2 act	D3 ag	D3 antag
O=C(Nc1ccc(N2CCN(C(=O)c3ccccc3)CC2)c(Cl)c1)c1ccco1	?	?	-5%	-14%	-27%	-10%	-0.5	5	18
COc1ccccc1NC(=O)Cc1noc(CN(C)Cc2cccs2)n1	-29%	-2	5%	-1%	-6%	-9%	-1.7	-10	-1
CC(=O)c1c(C(=O)O)c2ccccc2[nH]c1=O	11%	-1	-1%	-1%	4%	-1%	0.5	0	10
C=CC[C@@H](CC(=O)NCCO)C(=O)N[C@H](COC(=O)[C@H](CC=C)CC(=O)OC(C)(C)C)Cc1c[nH]c2ccccc12	9%	6	-9%	1%	0%	-10%	1.6	0	-9
CC1(C)CC(=O)C2=C(C1)Nc1ccccc1NC2c1cccs1 (centres undefined)	7%	3	1%	2%	-11%	0%	-0.2	1	4
CCC(Oc1ccccc1C)C(=O)N1CCCN(C)CC1 (centres undefined)	?	1	1%	-2%	-4%	0%	4.2	2	15
CCOc1ccc(C(=O)O)cc1OC	16%	2	-15%	-17%	6%	6%	-3.5	6	-4
CCC(=O)NC(=S)NNC(=O)c1ccc(O)cc1	17%	-18	-12%	-4%	5%	-6%	0.7	-2	-4
COc1ccc(Nc2cc(C)nc3nc(C)nn23)c(OC)c1	29%	-5	14%	1%	-6%	3%	-4.8	-9	0
Cc1ccc(CC(C)(O)CC(C)(O)Cc2ccc(C)cc2)cc1 (centres undefined)	10µM*	31	-4%	6%	1%	-10%	1.7	1	1

Following part
canonical_smiles	GLP1R inv ag	PI5P4K alpha inh	WRN inhibitor	GLP-1R agonist	HEK293 tox	PLK1 PBD block	IL-2 act	D3 ag	D3 antag
CC(C)N(C(=S)Nc1cccnc1)c1ccccc1	9%	-1	0%	3%	-29%	-1%	1.0	1	12
COc1cccc(C(C(=O)NC2CCCC2)N(Cc2ccc(C)cc2)C(=O)c2ccco2)c1OC (centres undefined)	-94%	6	-5%[57.1 µM]	-2%	12%	-10%	-0.6	-4	-28
CC1(c2nnnn2Cc2ccccc2)CCC(=O)N1CCCN1CCOCC1 (centres undefined)	15%	-1	3%	-1%	2%	-3%	1.5	6	17
N/C(=N\OC(=O)C1CCCCC1)c1cccc(Br)c1	10%	8	-2%	-3%	4%	3%	3.6	-6	17
CC1CCN(c2ccccc2NC(=S)NC(=O)C(C)(C)C)CC1	?	17	-18%	21%	?	-3%	-0.9	-3	4
COC(=O)[C@]1(C)N[C@H](CN(C)C(=O)c2ccc(C)cc2)[C@@H]2C(=O)N(C)C(=O)[C@@H]21	11%	5	-10%	0%	2%	-9%	1.3	3	24
Cc1ccccc1OS(=O)(=O)c1cccc([N+](=O)[O-])c1	-32%	6	3%	-5%	18%	6%	-1.4	-2	-14
Cc1cccc(NCc2ccc(N(C)C)cc2)n1	-15%	-1	8%	15%	-9%	2%	-1.9	-9	-2
CC1(C)C2CCC1(CS(=O)(=O)N1CCC(C(N)=O)CC1)C(=O)C2 (centres undefined)	12%	5	-32%	0%	-10%	0%	-2.6	1	1
O=C1CCC(CCC(=O)N2CCCC(C(=O)c3ccc4c5c(cccc35)CC4)C2)=NN1 (centres undefined)	-3%	1	2%	-2%	-3%	-16%	-0.3	-10	-8

The list continues.
canonical_smiles	GLP1R inv ag	PI5P4K alpha inh	WRN inhibitor	GLP-1R agonist	HEK293 tox	PLK1 PBD block	IL-2 act	D3 ag	D3 antag
Cc1ccc2c(c1)CCCN2C(=O)c1cccs1	-24%	.	6%	-14%	5%	-6%	-0.1	-12	8
CC1CC2(CCCCC2)Nc2ccc3ccccc3c21 (centres undefined)	-32%	1	-1%	6%	-5%	-8%	-0.1	-7	0
COc1ccc(-n2c(Cc3cccn3C)nnc2SCC(=O)N2CCC(C)CC2)cc1	9%	-1	-3%	17%	-3%	-4%	-1.9	2	1
CN(c1ccc(C(=O)N2CCN(Cc3ccc4c(c3)OCO4)CC2)cc1)S(=O)(=O)c1ccccc1	-11%	.	-2%	0%	2%	-6%	-1.2	-13	?

3 entries already listed, arranged by SMILES length, rising.
canonical_smiles	GLP1R inv ag	PI5P4K alpha inh	WRN inhibitor	GLP-1R agonist	HEK293 tox	PLK1 PBD block	IL-2 act	D3 ag	D3 antag
Cc1ccc2c(c1)CCCN2C(=O)c1cccs1	-24%	.	6%	-14%	5%	-6%	-0.1	-12	8
O=C1CCC(CCC(=O)N2CCCC(C(=O)c3ccc4c5c(cccc35)CC4)C2)=NN1 (centres undefined)	-3%	1	2%	-2%	-3%	-16%	-0.3	-10	-8
CN(c1ccc(C(=O)N2CCN(Cc3ccc4c(c3)OCO4)CC2)cc1)S(=O)(=O)c1ccccc1	-11%	.	-2%	0%	2%	-6%	-1.2	-13	?
